SNCA viab count: counter-screen for SNCA expression inhibitors: cell viability | HEK-293-SNCA-luc viability, GF-AFC fluorescence, 24 h | Potency, µM (highest dose often 57.1 µM), inactives show at the top dose activity change, negative = cytotoxicity, actives largely listed as cytotoxic | actives 0.12% (n = 150,000);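 further: potency means the concentration at half of the fitted maximal effect; 0% = DMSO-treated cells and -100% = medium-only wells without cells; nearly all actives have a fitted effect of over 30% in size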
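Cytotoxicity counterscreen: after 24 h compound treatment of genome-edited SNCA-luciferase HEK-293 cells, live-cell protease substrate GF-AFC read by fluorescence after 30 min; activity scaled between DMSO (0%) and medium-only (-100%), curves Hill-fitted.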
HEK293 tox: cytotoxic compounds in HEK 293 cells; actives 6.6% (n = 94,000); Potency, µM (doses to about 115 µM), without a hit: at the highest dose activity change, negative = cytotoxicity, most hits filed as inhibitors; HEK 293 viability, ATP luminescence (CellTiter-Glo), 48-72 h; further: potency means the concentration at half of the fitted maximal effect; nearly all actives have a fitted effect of over 60% in size
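250 HEK 293 cells/well; compound by pintool; incubated 48 or 72 hr at 37 degree Celsius; CellTiter-Glo added, 10 min RT, luminescence imaged.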
SNCA expr inhib: reduces expression of the alpha-synuclein gene; actives 0.17% (n = 140,000); AID 1671194; HEK-293 SNCA-luciferase knock-in, luminescence, 24 h; Potency, µM (top dose mostly 57.2 µM), inactives show at the top dose activity change, negative = inhibition, usual class: inhibitors;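 further: potency means the concentration at half of the fitted maximal effect; plate controls were DMSO cells for no effect and cell-free wells for full effect; nearly all actives have a fitted effect of over 45% in size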
Luciferase inh: Photinus pyralis luciferase inhibition | purified P. pyralis luciferase, luminescence, biochemical | Potency, µM (top dose mostly 115 µM), for the others: at the top dose activity change, negative = inhibition, usual class: inhibitors | actives 2.5% (n = 76,000) | AID 1347043; further: potency means the concentration at half of the fitted maximal effect; nearly all actives have a fitted effect of over 65% in size
Target sequence (P08659 whole entry, looked up): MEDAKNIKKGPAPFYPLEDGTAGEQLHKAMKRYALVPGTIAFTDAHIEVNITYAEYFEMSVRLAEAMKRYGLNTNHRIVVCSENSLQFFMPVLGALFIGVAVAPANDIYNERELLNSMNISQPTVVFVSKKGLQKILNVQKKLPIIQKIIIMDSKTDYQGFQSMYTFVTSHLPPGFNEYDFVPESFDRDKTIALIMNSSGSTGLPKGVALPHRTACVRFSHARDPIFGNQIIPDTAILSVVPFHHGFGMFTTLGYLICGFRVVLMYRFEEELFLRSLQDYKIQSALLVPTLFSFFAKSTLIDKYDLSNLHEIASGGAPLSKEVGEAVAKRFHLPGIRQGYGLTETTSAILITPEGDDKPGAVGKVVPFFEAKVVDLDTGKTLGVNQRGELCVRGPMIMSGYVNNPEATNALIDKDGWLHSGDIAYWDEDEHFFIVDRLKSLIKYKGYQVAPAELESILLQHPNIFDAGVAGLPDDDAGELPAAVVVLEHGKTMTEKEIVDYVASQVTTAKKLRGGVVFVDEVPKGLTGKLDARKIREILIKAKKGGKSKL
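Luminescence read by CCD imaging after purified firefly luciferase (10nM final) was added to substrate buffer holding 10uM D-luciferin and 10uM ATP, pH 7.5, pre-dosed with compound.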
IP6K1 inh: inhibitors of human IP6K1. activity change, % (series mostly up to about 58 µM). Q92551. actives 0.81% (n = 140,000). IP6K1 kinase, ADP-Glo luminescence, 2 h; hits give low values. AID 1645851; in the data active means activity change below about -25%
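ADP-Glo luminescence measures ADP made by human IP6K1 during a 2 h RT reaction with ATP/IP6 (mix at 1.3 mM/130 uM); top library doses 57.5 and 19.1 uM final.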
NIH3T3 tox: kills NIH 3T3 cells | NIH 3T3 viability, CellTiter-Glo ATP luminescence, 48-72 h | Potency, µM (top dose mostly 96.7 µM), inactives show at the top dose activity change, negative = cytotoxicity, usual class: inhibitors | AID 1345082 | actives 4.3% (n = 94,000); further: potency means the concentration at half of the fitted maximal effect; nearly all actives have a fitted effect of over 55% in size
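Mouse fibroblast NIH 3T3 cells, 400 per well, received compound via pintool and were incubated for 48 or 72 hr prior to CellTiter-Glo ATP luminescence measurement.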
GPT2 inhibitor: blocks human glutamate pyruvate transaminase 2. Q8TD30. Recombinant GPT2, coupled pyruvate oxidase/HRP Amplex Red fluorescence. Potency, µM (titrated, usually from 57.7 µM), without a hit: at the highest dose activity change, negative = inhibition, most hits filed as inhibitors. actives 0.25% (n = 100,000); further: potency means the concentration at half of the fitted maximal effect; nearly all actives have a fitted effect of over 60% in size; many of its hits are not listed in these tables
Target sequence (Q8TD30 whole entry, looked up): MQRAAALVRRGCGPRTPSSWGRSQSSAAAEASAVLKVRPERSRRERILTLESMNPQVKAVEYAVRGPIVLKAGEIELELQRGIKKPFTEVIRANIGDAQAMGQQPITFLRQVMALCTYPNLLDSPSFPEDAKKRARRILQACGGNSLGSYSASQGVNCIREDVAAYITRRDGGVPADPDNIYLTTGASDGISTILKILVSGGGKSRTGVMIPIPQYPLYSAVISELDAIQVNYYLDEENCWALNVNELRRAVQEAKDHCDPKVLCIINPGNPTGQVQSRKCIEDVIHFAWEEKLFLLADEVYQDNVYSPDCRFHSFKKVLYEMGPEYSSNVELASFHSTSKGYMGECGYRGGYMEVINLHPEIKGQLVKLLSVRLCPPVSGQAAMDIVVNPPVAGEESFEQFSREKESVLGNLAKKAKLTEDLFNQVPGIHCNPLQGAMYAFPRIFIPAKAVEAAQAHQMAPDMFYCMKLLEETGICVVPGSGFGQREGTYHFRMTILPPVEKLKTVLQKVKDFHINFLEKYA
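Inhibition is scored from Amplex Red fluorescence generated when pyruvate oxidase and HRP act on pyruvate released by GPT2. Reactions contain 10ng/uL enzyme, 250uM a-KG and 2mM L-alanine and run 30 min at room temperature.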
An asterisk follows results filed as active; i = inactive; ? = inconclusive; nt = no result given; & = joins results of further samples; [ ] = another dose, or the depositor's remark. Unless noted, the call rests on the fitted dose curve; in most records, active means well fitted curve in the direction sought with a large enough effect; inconclusive means small, poorly fitted or top-dose-only effect, or another doubt; inactive means no such curve, though single readings can be large; an effect the other way counts as inactive or inconclusive. Unless noted, on the % scale 0 is the no-effect control and ±100 the full control effect. These rows are one share of the data; the hit share may differ from the screen's.

smiles,SNCA viab count,HEK293 tox,SNCA expr inhib,Luciferase inh,IP6K1 inh,NIH3T3 tox,GPT2 inhibitor
O=c1[nH]c(=O)n([C@H]2C[C@H](O)[C@@H](CO)O2)cc1Br,-13%,nt,-5%,nt,32,nt,4%
CCNC(=O)Nc1ccc(OCC(=O)NC(C)c2ccc(OC)c(OC)c2)nc1 (stereo not given),13%,-2%,?,9%,21,-2%,1%
COCc1nnc([C@@H]2CC(F)(F)CN2C(=O)Cc2ccccc2C)o1,4%,i,-9%,3%,28,-3%,i
CC(C)C[C@H](CO)NC(=O)C[C@@H]1c2nc(NC(=O)c3ccco3)sc2C[C@@H]2[C@](C)(CO)[C@H](O)CC[C@]21C,-8%,-2%,10%,-1%,-6,-9%,0%
O=C(C[C@@H]1CCNC[C@@H]1Cc1cc(CSc2ccccc2)on1)NCc1ccc2c(c1)OCO2,5%,35µM*,-11%,-1%,19,?,-11%
Cc1ccc(CCNC(=O)c2ccc3c(c2)N(Cc2cc(C)ccc2C)C(=O)c2ccccc2S3=O)cc1 (stereo not given),-11%,nt,3%,nt,17,nt,nt
Fc1ccccc1CN1CCOC[C@H](Oc2cccnc2)C1,-3%[87.6 µM],-12%[172 µM],-2%[87.6 µM],-6%[172 µM],21,-17%[138 µM],0%[88.5 µM]
NC(=O)c1cc[n+](CC2=C(C(=O)[O-])N3C(=O)[C@@H](NC(=O)Cc4cccs4)[C@H]3SC2)cc1,-10%[23.9 µM],nt,8%[25.6 µM],nt,1,nt,i
Cc1cccc(N(C)S(=O)(=O)c2cc(-c3cnc(C4CC4)o3)ccc2C)c1,5%,nt,2%,nt,-6,nt,nt
O=C(NCC1CCN(c2cc(-c3ccccc3)[nH]n2)CC1)c1ccc2nc[nH]c2c1,-2%,3%,-23%,?,9,?,-29%
Cc1ccc(Cc2ccccc2C(=O)N2C[C@@H](CN(C)CCO)[C@@H](CO)C2)cc1,-2%,-3%,-16%,-1%,-23,-4%,3%[11.5 µM]
COc1ccc(OC)c(NC(=O)Cn2c(-c3cnccn3)nc(C)c(CCO)c2=O)c1,?,-1%,19%,-11%,-9,-13%,-4%
COc1ccccc1CNc1ncnc2c1c(-c1ccccc1)cn2-c1cccc(C)c1,-5%,nt,-6%,nt,3,nt,nt
O=C(CN1CC2CC(C1)[C@H]1CCCC(=O)N1C2)N1CCN(c2ccccc2F)CC1 (stereo not given in full),-3%,-9%,-20%,5%,2,i,i
O=C(c1ccccc1OCC1CCCN(C2CCC2)C1)N1CCCCC1 (stereo not given),-7%,-6%,-21%,-1%,-2,i,0%
COc1ccc(C(=O)N[C@@H]2CCC[C@@H]2C(=O)NCc2ccc(OC(F)(F)F)cc2)cc1,0%,2%,4%,-5%,31,-6%,-28%
O=C([C@H]1CCCN1C(=O)Cc1ccccn1)N1CCC(N2CCOC2=O)CC1,3%,-18%,21%,nt,-1,-27%,i
COc1cccc(-c2cccc(C(=O)N3CCCC3C(=O)N3CCCCC3)c2)c1 (stereo not given),3%[12.5 µM],?,?,nt,18,-24%,-2%
COc1ccc(Cn2c(=O)c(C(=O)Nc3cccc(Cl)c3)nc3cccnc32)cc1,-17%,-10%,94%[activator],nt,10,1%,i
CNC(=O)C1CCN(C(=O)N2CC(C)Oc3ccc(Cl)cc32)CC1 (stereo not given),-1%,nt,-24%,nt,-7,nt,nt
COc1ccc(-n2c(=O)c3c(n2Cc2ccccc2)CN(C(=O)COc2ccccc2)CC3)cc1,-13%,-7%,49%[activator],-3%,2,40µM*,i
Cc1cccc(-n2cc(-c3ccccc3)c3c(N4CCC(C)CC4)ncnc32)c1,6%,nt,-8%,nt,19,nt,nt
Cc1nc(CNC(=O)C2CCCN(C3CCCC3)C2)cc(=O)[nH]1 (stereo not given),-8%,0%,-15%,-7%,10,-24%,i
CCn1c(=O)cc(SCC(=O)NCCc2cc(OC)ccc2OC)c2ccccc21,7%,nt,-11%,nt,12,nt,nt
Cc1ccc(CN2CCC3(CC2)CN(c2ccncn2)CC3CO)o1 (stereo not given),-3%[12.5 µM],?,39%[activator],-7%,17,-19%,i

The last two records of the section before come first, to join the parts:
smiles,SNCA viab count,HEK293 tox,SNCA expr inhib,Luciferase inh,IP6K1 inh,NIH3T3 tox,GPT2 inhibitor
CCn1c(=O)cc(SCC(=O)NCCc2cc(OC)ccc2OC)c2ccccc21,7%,nt,-11%,nt,12,nt,nt
Cc1ccc(CN2CCC3(CC2)CN(c2ccncn2)CC3CO)o1 (stereo not given),-3%[12.5 µM],?,39%[activator],-7%,17,-19%,i
CN(C1CCc2c(c3ccccc3n2CC(=O)O)C1)S(=O)(=O)c1ccc(F)cc1 (stereo not given),-18%&-19%&-6%,nt,-1%,nt,19&18,nt,-11%
COCCOCC(=O)N1CC(c2nnc(-c3ccncc3)o2)C2(CCOCC2)C1 (stereo not given),8%,-4%,?,-2%,2,4%,i
CCN1C(=O)CCN(C(=O)c2nn(C)c3ccccc23)CC12CCOCC2,-17%,-5%,0%,3%,-10,-5%,-9%
CC(C)(C)C(=O)N1CCCC2(COc3ccccc3[S+](=O)([O-])N2)C1 (stereo not given),-3%,2%,12%,nt,18,-18%,-14%
CC1=C[C@@H](CC#N)[C@H](C(C)C)C[C@H]1CC(=O)NCc1ccccc1,4%[87.6 µM],?,-9%[87.6 µM],3%[172 µM],8,?,?
Cc1nn2c(c1-c1ccccc1OCc1ccccc1)N(Cc1ccccc1O)CCC2,-19%[87.6 µM],?,?,9%[172 µM],14,?,-2%[88.5 µM]
CC(C)(C)c1ccc(NC(=O)O[C@@H]2CO[C@H]3[C@@H]2OC[C@@H]3Nc2nccc(-c3cccs3)n2)cc1,-5%,?,?,-5%,2,?,?
CC(C)(C)c1coc([C@@H]2COCCN2Cc2ccc(Cl)cc2)n1,-1%[87.6 µM],?,-15%[87.6 µM],-3%[172 µM],13,-13%[138 µM],-3%[88.5 µM]
O=C(Cc1cccs1)N1CCC(c2noc(-c3ccncc3)n2)C1 (stereo not given),2%,-19%,36%[activator],-6%,0,-22%,i
Cc1cn2nc(C(=O)Nc3ccc(N(C)C)cc3)cc2c(N(C)Cc2ccccc2)n1,-28%,?,99%[activator],2.5µM*,-2,?,?
CCOc1ccccc1CNS(=O)(=O)c1ccc2[nH]c(=O)ccc2c1,8%,nt,28%,nt,-6,nt,nt
Cc1ccccc1-c1nc(CS(=O)(=O)CC(=O)N2CCN(c3ccccc3)CC2)c(C)o1,2%,nt,-27%,nt,9,nt,nt
Cc1ccc(C(=O)N2CC3(Cc4ccccc4N([S+](C)(=O)[O-])C3)C2)cc1,13%,?,38%[activator],-15%,-4,-32%,i
Cc1ccc(N(CC(=O)Nc2ccc(C)c(F)c2)S(=O)(=O)c2c(C)n[nH]c2C)cc1,-19%,nt,-33%,nt,4,nt,nt
CCOc1ccc(CNC(=O)CCCn2c(=O)c3cccn3c3ccccc32)cc1,-14%,nt,3%,nt,6,nt,nt
Cc1cccc(NC(=O)CSc2nc3c(sc4ccccc43)c(=O)n2CCCC(=O)NC2CCCC2)c1,1%,nt,44%[activator],nt,23,nt,nt
COCCN1Cc2ccc(Nc3ccc(OC)cc3)nc2C(C)(C(=O)NC(C)C)C1 (stereo not given),-14%[87.6 µM],?,6%[87.6 µM],-3%[172 µM],1,?,i
COCCCNC(=O)c1sc2nc(C)c(C(=O)Nc3ccc(C)cc3C)c(-c3ccc(Cl)cc3)c2c1N,4%,nt,-30%,nt,21,nt,nt
O=C(c1coc(COc2cccc(F)c2)n1)N1CCCCC1c1nccs1 (stereo not given),2%,-7%,1%,0%,-2,-27%,-3%
COCC(=O)N[C@@H]1C=C[C@@H](c2c(C)nn(-c3ccc(C(C)(C)C)cc3)c2C)C1,-27%[87.6 µM],40µM*,60%[activator][87.6 µM],?,-6,22µM*,0%[88.5 µM]
CSCCNC(=O)C1CCN(c2nccc(Nc3ccccc3F)n2)CC1,4%[12.5 µM],?,7%,nt,1,?,?
COc1cccc(CNC(=O)[C@@H]2C[C@@H](O)CN2C2CCN(C(=O)c3nccc4ccccc34)CC2)c1,7%,i,-9%,0%,-3,-10%,-1%
O=C(NC1CCCN(c2cc(-c3ccc(F)cc3)[nH]n2)C1)c1ccncc1 (stereo not given),-4%,?,-17%,40µM*,3,-6%,-17%
Cc1ccccc1CC(=O)N1CCN(c2cc(-c3ccc(Cl)cc3)[nH]n2)CC1,0%,?,-4%,1%,-13,-12%,-23%
CCC(=O)Nc1cc(C(=O)NCC(C)C)c2ccc(C)nc2c1,2%,-20%,1%,-5%,9,-7%,i

Carrying on:
smiles,SNCA viab count,HEK293 tox,SNCA expr inhib,Luciferase inh,IP6K1 inh,NIH3T3 tox,GPT2 inhibitor
Cc1ccccc1C(=O)NC1CCN(Cc2ccc(-c3ccsc3)cc2)C1 (stereo not given),7%,79µM*,5%,nt,-3,?,4%
COc1ccccc1C(O)c1nc(Nc2cccc(F)c2)n[nH]1 (stereo not given),11%[87.6 µM],?,1%[87.6 µM],-19%[172 µM],4,-37%[138 µM],?
Cc1cccc(NC(=O)c2cc(-c3ccc4c(c3)OCCO4)on2)c1,9%,nt,?,nt,3,nt,nt
CCN(CC)C(=O)[C@@H]1C[C@H](n2cc(-c3cccc(OC)c3)nn2)CN1,2%,i,-5%,7%,-2,1%,-2%
COc1ccc(N2CCN(C(CNC(=O)C(=O)NCc3ccc(C)cc3)c3cccnc3)CC2)cc1 (stereo not given),6%,nt,3%,nt,10,nt,nt
COc1ccccc1Nc1ccnc(N2CCCC(C(=O)N3CCC(C#N)CC3)C2)n1 (stereo not given),?,?,-3%,nt,28,?,i
COc1ccc(C(=O)N[C@@H]2CCC[C@@H]2C(=O)NCCCN2CCOCC2)cn1,-7%,i,-5%,2%,6,i,i
Cc1ccncc1C(=O)N1CC(c2nc(CCN(C)C(=O)C3CC3)no2)C1,-5%,0%,5%,10%,-10,i,3%
CCc1nc2c(c(-c3ccc(O)cc3)n1)CN(C(=O)c1ccccc1)CC2,-2%,3%,14%,nt,6,-21%,1%
Cc1nc(C)c(C(=O)NCC23CCC=C2N(C)C(=O)CC3)s1 (stereo not given),2%,4%,1%,0%,15,-9%,i
CCn1nc(CC(C)C)cc1C(=O)NC1CCCN(c2ncccn2)C1 (stereo not given),4%,0%,-1%,1%,0,0%,-2%

High-throughput results from PubChem.
